Screening results from PubChem.
CIT2 TOR yeast = yeast TOR pathway CIT2-GFP modulation. S. cerevisiae CIT2-GFP strain, flow cytometry, 3 h; 100 means same as DMSO wells. GFP response vs DMSO, % at 10 µM. 320,000 compounds, 0.065% hits. AID 2029;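 active means GFP response relative to DMSO above a set limit, near the screen mean plus 3 SD, cut at about 150% in these data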;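 further: ratio of well median GFP fluorescence to mean of DMSO wells on the plate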
proCasp7 act = counter-screen for procaspase-3 activators: activators of human procaspase-7; AID 463210; P55210; recombinant procaspase-7, Ac-DEVD-pNA absorbance 405 nm; D23A/D198A/D206A triple mutant, cannot self-cleave; scale: DMSO 0, 5 µM enzyme 100; activation, % at 8.5 µM; 330,000 compounds, 0.093% hits;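 active means percent activation above the screen-wide mean plus 3 SD, cut at about 25% in these data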
Target sequence (P55210 whole entry D23A/D198A/D206A): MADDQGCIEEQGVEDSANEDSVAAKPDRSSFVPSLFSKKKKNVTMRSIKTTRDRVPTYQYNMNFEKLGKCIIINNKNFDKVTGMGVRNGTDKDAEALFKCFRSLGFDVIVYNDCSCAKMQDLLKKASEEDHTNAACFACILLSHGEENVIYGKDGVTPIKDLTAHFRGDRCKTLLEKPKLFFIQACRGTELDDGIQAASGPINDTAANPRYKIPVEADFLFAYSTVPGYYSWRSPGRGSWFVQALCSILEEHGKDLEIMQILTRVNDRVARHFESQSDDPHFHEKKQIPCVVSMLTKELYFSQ
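Assay system: Uncleavable procaspase-7 mutant enzyme; Input: 2 µM procaspase-7 mutant as dispensed; Also added: DEVD-pNA substrate; Medium: Zinc-free HEPES pH 7.4 with 300 mM NaCl, 0.01% Triton X-100; Timing: 1 h compound preincubation, 2 h substrate cleavage, 25 °C; Measured by: Epi-absorbance of released pNA at 405 nm, two timepoints.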
proCasp3 act = activators of human procaspase-3 | P42574 | recombinant procaspase-3 D3A, Ac-DEVD-pNA absorbance 405 nm | activation, % at 8.5 µM | 330,000 compounds, 0.11% hits;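 active means activation above the mean of all tested compounds plus 3 SD, cut at about 21% in these data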;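 further: 0% = DMSO alone and 100% = DMSO wells spiked with extra 5 µM PC-3 D3A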
Target sequence (P42574 whole entry D9A/D28A/D175A): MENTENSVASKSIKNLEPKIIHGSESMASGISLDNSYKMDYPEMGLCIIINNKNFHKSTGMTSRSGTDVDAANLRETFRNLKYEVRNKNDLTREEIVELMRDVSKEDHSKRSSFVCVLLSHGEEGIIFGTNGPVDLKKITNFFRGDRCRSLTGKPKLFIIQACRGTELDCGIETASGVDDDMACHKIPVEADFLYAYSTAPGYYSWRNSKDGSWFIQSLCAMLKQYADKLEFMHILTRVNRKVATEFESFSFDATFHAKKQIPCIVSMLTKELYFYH
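Technique: 405 nm absorbance of p-nitroaniline, reads at 0 and 120 min; Test system: Procaspase-3 D3A mutant; Incubation: 1 h enzyme-compound preincubation, then 2 h substrate reaction, 25 °C; Repeats: singlicate, each compound tested once; Benchmarks: low control DMSO wells, high control DMSO plus 5 µM PC-3 D3A.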
LAP4-GFP MLPCN = alters LAP4-GFP fluorescence in TOR pathway yeast screen; GFP response vs DMSO, % at 10 µM; S. cerevisiae LAP4-GFP multiplex, flow cytometry GFP, 3 h; median GFP as percent of DMSO wells; 320,000 compounds, 0.34% hits; AID 2023;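 active means GFP response vs DMSO above a set limit, about the screen mean plus 3 SD, cut at about 150% in these data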
AGP1 TOR yeast = yeast TOR pathway AGP1-GFP modulation | 320,000 compounds, 0.02% hits | S. cerevisiae AGP1-GFP multiplex flow cytometry, 3 h; GFP as percent of DMSO wells | AID 2066 | GFP response vs DMSO, % at 10 µM;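 active means GFP response relative to DMSO above a set limit, near screen average plus 3 SD, cut at about 150% in these data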;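 further: median GFP channel fluorescence of the gated AGP1 strain per well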
MEP2 TOR yeast = modulators of TOR pathway MEP2-GFP in S. cerevisiae; S. cerevisiae MEP2-GFP strain, flow cytometry GFP, 3 h; 100% = DMSO control level; GFP response vs DMSO, % at 10 µM; 330,000 compounds, 0.51% hits; AID 2016;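 active means GFP response versus DMSO above a set limit, roughly screen mean plus 3 SD, cut at about 180% in these data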;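 further: median GFP fluorescence of the barcode-gated MEP2-GFP cells per well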
RPL19A TOR yeast = yeast TOR pathway RPL19A-GFP modulation | S. cerevisiae RPL19A-GFP strain, flow cytometry, 3 h; active compounds read low | percent response vs DMSO, % at 10 µM | 330,000 compounds, 0.3% hits;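 active means percent response vs DMSO below 50%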;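 further: median channel GFP fluorescence of the barcoded RPL19A-GFP strain; ratio of sample median GFP to plate DMSO average so 100% = DMSO; lower means less RPL19A-GFP as with rapamycin TOR inhibition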
AHR activator = activators of human aryl hydrocarbon receptor. P35869. AHR-responsive luciferase reporter cells, luminescence. activation, % at 5 µM. 320,000 compounds, 2.5% hits. AID 2796; in the data active means activation above about 47%;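 further: 0% = vehicle wells and 100% = reference agonist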
Starred values were filed as active, the others as inactive; nt = no result given.

nr	compound	LAP4-GFP MLPCN	AGP1 TOR yeast	AHR activator	proCasp7 act	proCasp3 act	MEP2 TOR yeast	RPL19A TOR yeast	CIT2 TOR yeast
1	CCn1c(SCC(=O)N2CCCc3ccccc32)nnc1-c1ccoc1C	98	106	3	-4	-6	99	94	97
2	CCOCCCNC(=O)c1cc2c(=O)n3cccc(C)c3nc2s1	95	100	20	-9	3	110	106	102
3	Cn1c(=O)c2[nH]c(SCC(=O)c3ccc(F)cc3)nc2n(C)c1=O	110	106	1	2	-10	103	98	99
4	CSc1nc(C)c2c(n1)N(c1ccc(C(F)(F)F)cc1)CC2	102	103	3	-5	-8	99	101	98
5	Cc1ccc(Sc2cc(C(=O)c3ccccc3C(=O)O)ccc2[N+](=O)[O-])cc1	85	90	2	12	8	96	99	96
6	O=C(c1ccc(NC2=NC3CS(=O)(=O)CC3S2)cc1)N1CCN(c2ccc([N+](=O)[O-])cc2)CC1 (configuration not stated)	106	105	0	-6	-7	98	98	99
7	O=C(CSc1nnnn1-c1ccccc1)NCC1(N2CCCCC2)CCCCC1	93	91	-1	-8	9	93	91	91
8	COc1cc(-c2cc(C(=O)Nc3nc4ccccc4s3)c3ccccc3n2)cc(OC)c1OC	100	94	9	8	9	100	97	92
9	N#Cc1cc2cc3c(cc2nc1SCC(=O)N1CCOCC1)OCO3	91	101	27	-5	3	107	106	100
10	CCOC(=O)N1CCN(C(=O)CNC(=O)c2ccc(Br)o2)CC1	101	107	nt	nt	nt	100	101	103
11	CCOC(=O)CNC(=S)NN(C)C	112	114	-2	7	5	97	100	102
12	CCOc1ccc(-n2ccnc(SCC(=O)Nc3ccc(OC)cc3OC)c2=O)cc1	99	107	0	-13	-21	106	100	104
13	CCN(CC)C(=O)CN1C(=O)NC2(CCc3ccccc3C2)C1=O (configuration not stated)	108	100	1	3	-1	101	98	101
14	CCCCC(=O)NCCc1cc2ccc(OC)cc2[nH]c1=O	115	119	2	-5	0	114	109	113
15	NC(=O)CCC(NC(=S)Nc1ccccc1)C(=O)O (configuration not stated)	104	104	-3	-10	2	99	102	112

Next structures follow:
nr	compound	LAP4-GFP MLPCN	AGP1 TOR yeast	AHR activator	proCasp7 act	proCasp3 act	MEP2 TOR yeast	RPL19A TOR yeast	CIT2 TOR yeast
16	Nc1nc[nH]c(=O)c1N=Cc1ccccc1	105	101	2	1	14	108	99	108
17	Cc1cc(C(=O)Nc2ccc3c(c2)OCCO3)c2ccccc2n1	93	99	1	11	-6	96	95	95
18	Cc1cc(C)cc(NC(=O)NC2CCCCCCC2)c1	73	92	nt	nt	nt	101	110	92
19	COc1ccc(NC(=O)c2ccccc2N(Cc2ccccc2)S(C)(=O)=O)cc1	100	95	4	0	3	109	104	96
20	O=C(N/N=C\c1cccc(F)c1)c1ccc(-c2ccccc2)cc1	74	96	nt	nt	nt	101	110	91
21	Cc1ccc(NC2=NC(c3ccc(C)cc3)n3c(nc(C)cc3=O)N2)cc1 (configuration not stated)	97	98	4	3	-2	96	99	107
22	CCCNC(=O)Cn1c(=O)oc2ccccc21	84	94	4	13	5	98	93	91
23	COc1ccc(S(=O)(=O)Cc2ccc(C(=O)NC3CC3)o2)cc1	99	106	0	-2	8	98	95	97
24	COc1ccc(CCNC(=O)C2CC(=O)N(C3CCCCCCC3)C2)cc1OC (configuration not stated)	95	97	1	-1	5	96	98	107
25	Cc1ccc(-c2nn(CCC#N)cc2C=C(C#N)C#N)cc1	105	92	4	5	-10	104	102	97
26	O=C(c1cc(COc2ccc3ncccc3c2)on1)N1CCCCCC1	100	98	0	-4	3	92	97	96
27	CC1CCCC(NS(=O)(=O)c2cc(Br)cnc2N)C1C (configuration not stated)	102	104	0	9	-4	101	100	100
28	Cc1ccc(C(=O)NC(=S)N2CCN(c3ccc([N+](=O)[O-])cc3)CC2)cc1	102	100	4	-4	1	116	99	104
29	COc1ccc(NC(=O)CCS(=O)(=O)c2ccccc2Cl)cc1S(=O)(=O)Nc1ccc(Cl)cc1	115	109	4	10	4	96	92	117
30	O=S(=O)(c1ccc(Oc2ccc(S(=O)(=O)N(CCO)CCO)cc2)cc1)N(CCO)CCO	91	96	-1	-4	2	100	102	100

(listing goes on)
nr	compound	LAP4-GFP MLPCN	AGP1 TOR yeast	AHR activator	proCasp7 act	proCasp3 act	MEP2 TOR yeast	RPL19A TOR yeast	CIT2 TOR yeast
31	O=C1c2ccccc2-c2nnc(-c3ccc(O)cc3)cc21	102	90	0	3	3	111	98	101
32	CC1(C)Cc2nc3scc(NC(=O)c4ccccc4)c3cc2CO1	109	102	23	2	-5	91	99	99
33	C[C@H](NC(=O)c1nc[nH]c1C(=O)NC1CCN(C(=O)OC(C)(C)C)CC1)C(=O)OCc1ccccc1	107	89	-1	-1	-1	90	103	100
34	S=c1[nH]nc(CCc2nc3ccccc3[nH]2)n1-c1cccc(Cl)c1	112	109	-1	-4	6	125	104	108
35	COc1cccc(CNC(=O)c2ccc3c(c2)N(C)CCS3)c1OC	258*	154*	56*	-1	-1	759*	64	161*
36	CCOC(=O)c1ccc(-c2ccc3c(c2)CCC3)nc1C	92	97	1	-8	0	108	103	102
37	Cc1c(C)n(CCC#N)c2ccc(Cl)cc12	97	93	0	0	2	102	99	91
38	CC1CCCN(C(=S)NCCc2ccccc2)C1 (configuration not stated)	nt	87	5	5	-10	88	91	86
39	CCCCCn1nc(-c2ccccc2)c2nc3ccccc3nc21	101	103	5	-6	-1	106	104	99
40	Cc1ccc(C(=O)NCc2ccc3c(c2)OCO3)cc1Cl	105	91	20	-13	6	104	101	96
41	CC(C(=O)OCC(=O)c1cccc([N+](=O)[O-])c1)N1C(=O)C2C3C=CC(C3)C2C1=O (configuration not stated)	95	97	-1	6	7	105	105	93
42	COc1ccc(NC(=O)CSc2nc(-c3ccncc3)nn2CC(=O)N2CCCC2)cc1	95	97	0	-2	-5	102	100	99
43	CCOc1ccc(N2C(=O)CC(N(CCc3ccc(S(N)(=O)=O)cc3)C(C)=O)C2=O)cc1 (configuration not stated)	83	95	0	-2	-4	97	107	105
44	Cc1cccnc1NS(=O)(=O)c1cccc([N+](=O)[O-])c1	92	97	4	-2	6	101	97	103
45	CCc1cc(=O)[nH]c(SCCc2ccccc2)n1	96	96	12	1	3	99	94	98

Structures from the list above with two or more sulfur atoms, in the order listed:
nr	compound	LAP4-GFP MLPCN	AGP1 TOR yeast	AHR activator	proCasp7 act	proCasp3 act	MEP2 TOR yeast	RPL19A TOR yeast	CIT2 TOR yeast
6	O=C(c1ccc(NC2=NC3CS(=O)(=O)CC3S2)cc1)N1CCN(c2ccc([N+](=O)[O-])cc2)CC1 (configuration not stated)	106	105	0	-6	-7	98	98	99
29	COc1ccc(NC(=O)CCS(=O)(=O)c2ccccc2Cl)cc1S(=O)(=O)Nc1ccc(Cl)cc1	115	109	4	10	4	96	92	117
30	O=S(=O)(c1ccc(Oc2ccc(S(=O)(=O)N(CCO)CCO)cc2)cc1)N(CCO)CCO	91	96	-1	-4	2	100	102	100

More records follow.
nr	compound	LAP4-GFP MLPCN	AGP1 TOR yeast	AHR activator	proCasp7 act	proCasp3 act	MEP2 TOR yeast	RPL19A TOR yeast	CIT2 TOR yeast
46	C=C(C)Cn1c(N(CCO)Cc2ccccc2)nc2c1c(=O)[nH]c(=O)n2C	108	111	0	3	2	106	101	104
47	COCCN(C(=O)CSc1nnc(-c2ccccc2F)n1N)c1c(N)n(Cc2ccccc2)c(=O)[nH]c1=O	94	92	1	-8	4	97	87	94
48	CCOC(=O)Nc1ccc2c(c1)N(C(=O)N1CCN(C)CC1)c1ccccc1CC2	92	99	6	8	4	105	98	102
49	C/C(=N\Nc1nncc2ccccc12)c1ccc(O)cc1	96	95	17	-4	0	109	101	99
50	O=C(/C=C/c1ccc(Cl)cc1)NCCc1ccccc1	94	85	6	7	-2	85	93	74
51	Cc1ccc(NC(=O)C2CC(=O)N(c3ccc4c(c3)OCCO4)C2)cc1S(=O)(=O)N(C)C (configuration not stated)	87	84	-1	14	-2	87	84	82
52	C/C(=C\C(=O)c1ccc(Br)cc1)Nc1cccc(Cl)c1	95	100	44	-10	2	95	101	98
53	Cc1ccc(OCC(=O)NCCCNC(=O)c2cnccn2)cc1C	95	100	3	-10	10	109	105	104
54	O=C(Nc1ccc(N2CCOCC2)c(Cl)c1)c1ncn[nH]1	101	106	-1	7	5	104	101	99
55	Cc1ccc(OCC(=O)N(Cc2ccc(C)o2)C2CCS(=O)(=O)C2)cc1 (configuration not stated)	88	94	2	5	3	102	95	95
56	c1coc(-c2nc(-c3ccncc3)no2)c1	89	91	3	0	12	96	101	89
57	COc1ccc2cc(CCNC(=O)C(C)C)c(=O)[nH]c2c1	92	92	3	1	8	113	94	93
58	Cc1ccc(-c2nc(N)sc2CC(=O)OCC(=O)NCC2CCCO2)cc1 (configuration not stated)	112	108	3	-4	-8	113	108	114
59	Cc1ccccc1-c1nc(CN2CCC(C(=O)NC3CCN(Cc4ccccc4)CC3)CC2)c(C)o1	104	110	-2	8	8	101	102	103
60	CCCc1ccc(OCCNC(=O)c2ccccc2Br)cc1	103	95	3	1	-5	112	102	93

Other structures:
nr	compound	LAP4-GFP MLPCN	AGP1 TOR yeast	AHR activator	proCasp7 act	proCasp3 act	MEP2 TOR yeast	RPL19A TOR yeast	CIT2 TOR yeast
61	CCOC(=O)CSc1nnc(-c2c[nH]c3ccccc23)n1CC	106	110	3	0	3	108	108	111
62	COC(=O)c1c(NC(=O)CN2CCC3(O)CCCCC3C2c2ccccc2OC)sc(C)c1C (configuration not stated)	89	98	19	-4	0	112	105	101
63	c1ccc(C2c3[nH]c4ccccc4c3CCN2Cc2cccn2-c2ccccn2)nc1 (configuration not stated)	105	105	15	12	-1	99	97	108
64	CC(=O)NN(O)C1N(C)C(=O)N(Cc2ccccc2)C1(C)C (configuration not stated)	97	99	1	-1	3	92	92	96
65	COC(=O)c1ccccc1NC(=O)COc1ccccc1[N+](=O)[O-]	104	94	15	2	0	102	94	102
66	O=C(Cn1c(=O)sc2ccccc21)Nc1ccccc1C(=O)O	94	100	6	-7	-14	96	98	83
